Myeloid diff 2: induction of myeloid progenitor differentiation, primary screen, cell-based, flow cytometry, MLPCN library; ER-HoxA9 myeloid progenitors, lysozyme-GFP differentiation; calls only at 10 µM; 1% of 360,000 active; AID 624256, 2012;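 active = normalized GFP-positive differentiation at or above the plate's own cutoff, the solvent-only control mean plus 3 SD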;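 note: cells exposed to compound for four days before flow analysis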
Myeloid diff 2 GFP+ MAC1+ %: second read-out of Myeloid diff 2, no call of its own (marks repeat the call); GFP+ MAC1+ double positive, %; measured here: differentiation confirmed by MAC1 staining
An asterisk follows results filed as active; & = joins results of further samples. Not all compounds are listed (hit frequency here may not be typical).

`O=C(COc1ccc(S(=O)(=O)N2CCOCC2)cc1)N1CCOCC1` gave Myeloid diff 2 inactive and Myeloid diff 2 GFP+ MAC1+ % 0.4.
Screening Cc1cc(=O)[nH]c(N2CCN(c3ccc(Cl)cc3)CC2)n1 returned Myeloid diff 2 inactive and Myeloid diff 2 GFP+ MAC1+ % 1.4.
Screening CC(OC(=O)COc1ccccc1)C(=O)NC1CCCC1 (stereo not given) returned Myeloid diff 2 inactive and Myeloid diff 2 GFP+ MAC1+ % 0.2.
For CCOc1ccc(N2CC(NS(=O)(=O)c3cccnc3)CC2=O)cc1 (stereo not given) the results were Myeloid diff 2 inactive and Myeloid diff 2 GFP+ MAC1+ % 0.7.
For NC(=O)C1CCCN(C(=O)CCC(=O)c2cccs2)C1 (stereo not given) the results were Myeloid diff 2 inactive and Myeloid diff 2 GFP+ MAC1+ % 0.1.
For O=C(NCc1ccccn1)C(=O)Nc1cc2c3c(c1)CC(=O)N3CCC2 the results were Myeloid diff 2 inactive and Myeloid diff 2 GFP+ MAC1+ % 0.5.
Screening COc1ccc(NC(=O)C[C@H]2C(=O)N(c3ccc(Br)cc3)C[C@@H]2C)cc1 returned Myeloid diff 2 inactive and Myeloid diff 2 GFP+ MAC1+ % 0.6.
`O=C(CCNC(=O)c1ccc(Br)cc1)NCc1ccco1` gave Myeloid diff 2 inactive and Myeloid diff 2 GFP+ MAC1+ % 0.8.
`COc1ccccc1C(=O)NCC(=O)NCCSc1ccc(Br)cc1` gave Myeloid diff 2 inactive and Myeloid diff 2 GFP+ MAC1+ % 0.4.
`O=C(Nc1ccccc1)c1ccccc1Br` gave Myeloid diff 2 inactive and Myeloid diff 2 GFP+ MAC1+ % 0.4.
Screening OC1(c2ccccc2)CC(c2ccccc2)c2ccccc2O1 (stereo not given) returned Myeloid diff 2 inactive and Myeloid diff 2 GFP+ MAC1+ % 0.5.
CCOc1ccc(OCC(=O)OCC(=O)N(CC(C)C)c2c(N)n(Cc3ccccc3)c(=O)[nH]c2=O)cc1 was read as Myeloid diff 2 inactive and Myeloid diff 2 GFP+ MAC1+ % 0.7.
`O=C1Nc2ccccc2-c2nnnn2C1N1CCCC1` (stereo not given) gave Myeloid diff 2 inactive and Myeloid diff 2 GFP+ MAC1+ % 1.7.
`COc1ccc(S(=O)(=O)N(C)C[C@H]2Oc3c(NC(=O)C4CCCCC4)cccc3C(=O)N([C@H](C)CO)C[C@@H]2C)cc1` gave Myeloid diff 2 inactive and Myeloid diff 2 GFP+ MAC1+ % 2.0.
Screening C=CCNc1ccccc1S(=O)(=O)NCc1ccccc1 returned Myeloid diff 2 inactive and Myeloid diff 2 GFP+ MAC1+ % 0.3.

Retrieved by compound from the list above, 2 records:
`O=C(Nc1ccccc1)c1ccccc1Br` gave Myeloid diff 2 inactive and Myeloid diff 2 GFP+ MAC1+ % 0.4.
`O=C1Nc2ccccc2-c2nnnn2C1N1CCCC1` (stereo not given) gave Myeloid diff 2 inactive and Myeloid diff 2 GFP+ MAC1+ % 1.7.

Among those listed so far, five have a halogen.
Screening Cc1cc(=O)[nH]c(N2CCN(c3ccc(Cl)cc3)CC2)n1 returned Myeloid diff 2 inactive and Myeloid diff 2 GFP+ MAC1+ % 1.4.
Screening COc1ccc(NC(=O)C[C@H]2C(=O)N(c3ccc(Br)cc3)C[C@@H]2C)cc1 returned Myeloid diff 2 inactive and Myeloid diff 2 GFP+ MAC1+ % 0.6.
`O=C(CCNC(=O)c1ccc(Br)cc1)NCc1ccco1` gave Myeloid diff 2 inactive and Myeloid diff 2 GFP+ MAC1+ % 0.8.
`COc1ccccc1C(=O)NCC(=O)NCCSc1ccc(Br)cc1` gave Myeloid diff 2 inactive and Myeloid diff 2 GFP+ MAC1+ % 0.4.
`O=C(Nc1ccccc1)c1ccccc1Br` gave Myeloid diff 2 inactive and Myeloid diff 2 GFP+ MAC1+ % 0.4.

Other structures follow.
CC(NCC(=O)Nc1ccccc1C(=O)NC1CC1)c1cccc(Cl)c1 (stereo not given) was read as Myeloid diff 2 inactive and Myeloid diff 2 GFP+ MAC1+ % 0.5.
CC(C)CN(C(=O)COC(=O)c1ccc(Br)o1)c1c(N)n(Cc2ccccc2)c(=O)[nH]c1=O was read as Myeloid diff 2 inactive and Myeloid diff 2 GFP+ MAC1+ % 0.6.
For CCCCCN(C(=O)CCC(=O)OC(C)C(=O)NCc1ccccc1)c1c(N)n(CCCC)c(=O)[nH]c1=O (stereo not given) the results were Myeloid diff 2 inactive and Myeloid diff 2 GFP+ MAC1+ % 0.8.
`Cc1ccccc1CC(=O)N1CCC(CCC(=O)NC2CC2)CC1` gave Myeloid diff 2 inactive and Myeloid diff 2 GFP+ MAC1+ % 0.3.
For C=CCSc1nnc(-c2cccc3ccccc23)o1 the results were Myeloid diff 2 inactive and Myeloid diff 2 GFP+ MAC1+ % 0.9.
CCOc1ccc(C(=O)N[C@H](C(=O)NNC(=O)c2cccs2)C(C)C)cc1 was read as Myeloid diff 2 inactive and Myeloid diff 2 GFP+ MAC1+ % 0.9.
`CCSc1ccc([C@@H]2[C@H]3C(=O)N(C)C(=O)[C@H]3[C@]3(C(=O)OC)CCCCN23)cc1OC` gave Myeloid diff 2 inactive and Myeloid diff 2 GFP+ MAC1+ % 1.2.
For C1=CCN(c2nc(N3CCOCC3)nc(N3CCCc4ccccc43)n2)CC1 the results were Myeloid diff 2 inactive and Myeloid diff 2 GFP+ MAC1+ % 1.3.
`CC(=O)O[C@H]1CC[C@@]2(C)C(=CC[C@H]3[C@@H]4CC[C@H](C5(C)OCCO5)[C@@]4(C)CC[C@@H]32)C1` gave Myeloid diff 2 inactive and Myeloid diff 2 GFP+ MAC1+ % 0.7.
For CC1=C(C(=O)N(C(C)C)C(C)C)CC(CC(=O)NC(c2ccccc2)c2ccccc2)C(=O)N1Cc1ccc(F)cc1 (stereo not given) the results were Myeloid diff 2 inactive and Myeloid diff 2 GFP+ MAC1+ % 0.4.
`CCCCN(C(=O)CCOc1ccc(OCC)cc1)c1c(N)n(Cc2ccccc2)c(=O)[nH]c1=O` gave Myeloid diff 2 inactive and Myeloid diff 2 GFP+ MAC1+ % 2.3.
For COc1ccc(C(=O)C[C@@H]2OC[C@H](C(C)C)N2S(=O)(=O)c2ccc(C)cc2)cc1OC the results were Myeloid diff 2 inactive and Myeloid diff 2 GFP+ MAC1+ % 2.7.
For COC(=O)[C@@]12C[C@@H](CC(=O)NCc3ccc(C)o3)C(=O)N(Cc3ccco3)C1=CCC(C)(C)C2 the results were Myeloid diff 2 inactive and Myeloid diff 2 GFP+ MAC1+ % 3.9.
Screening CC(CCC(C)C(C)(C)C)[C@@H]1CC[C@H]2C3C[C@H](OS(O)(=S)=S)[C@H]4C[C@H](OS(O)(=S)=S)[C@@H](OS(O)(=S)=S)C[C@]4(C)[C@H]3CC[C@]12C (stereo not given in full) (tested in a mixture with another compound) returned Myeloid diff 2 inactive and Myeloid diff 2 GFP+ MAC1+ % 0.4.
CCOC(=O)[C@]12CCCC=C1N(CCC1=CCCCC1)C(=O)[C@H](CC(=O)N1CCCC1)C2 was read as Myeloid diff 2 inactive and Myeloid diff 2 GFP+ MAC1+ % 6.0.
Screening COc1cccc(NC(=O)CN(C)S(=O)(=O)/C=C/c2ccccc2)c1 returned Myeloid diff 2 inactive and Myeloid diff 2 GFP+ MAC1+ % 1.0.
COc1cc(F)c(C2=CC(=O)C[C@H](c3ccc4c(c3)OCO4)C2)cc1F was read as Myeloid diff 2 inactive and Myeloid diff 2 GFP+ MAC1+ % 1.9.
For COC(=O)c1ccccc1Nc1ccnc(Cl)n1 the results were Myeloid diff 2 inactive and Myeloid diff 2 GFP+ MAC1+ % 0.6.
For O=C(OCCN1CCCCC1)c1c[nH]c2ccccc12 the results were Myeloid diff 2 inactive and Myeloid diff 2 GFP+ MAC1+ % 2.0.
For CN(C)c1ccc(-c2cc(NC=O)c3ncc(-c4ccc(F)c(Cl)c4)n3c2)cc1 the results were Myeloid diff 2 active and Myeloid diff 2 GFP+ MAC1+ % 2.7*.
CCc1noc(C)c1C(=O)OC(C)C(=O)Nc1ccc2c(c1)OCO2 (stereo not given) was read as Myeloid diff 2 inactive and Myeloid diff 2 GFP+ MAC1+ % 0.8.
Screening O=C(C(=O)N1CCC(Cc2ccccc2)CC1)c1ccccc1 returned Myeloid diff 2 inactive and Myeloid diff 2 GFP+ MAC1+ % 2.6&2.1.
Cc1cccc(OCC(=O)Oc2ccc(Cl)cc2)c1 was read as Myeloid diff 2 inactive and Myeloid diff 2 GFP+ MAC1+ % 0.1.
Screening COC(=O)C(Cc1ccccc1)NC(=O)CNC(=O)c1ccc(Br)o1 (stereo not given) returned Myeloid diff 2 inactive and Myeloid diff 2 GFP+ MAC1+ % 0.5.
For CC(Oc1ccc(F)cc1)C(=O)Nc1ccc(S(=O)(=O)NC2=NCCCCC2)cc1 (stereo not given) the results were Myeloid diff 2 inactive and Myeloid diff 2 GFP+ MAC1+ % 0.4.
For CCn1c(Cc2ccccc2)nnc1SCC(=O)c1c(N)n(C2CC2)c(=O)[nH]c1=O the results were Myeloid diff 2 inactive and Myeloid diff 2 GFP+ MAC1+ % 1.4.
Cc1sc2ncnc(N3CCC(C(=O)N(CC(C)C)c4nc5ccccc5s4)CC3)c2c1C was read as Myeloid diff 2 inactive and Myeloid diff 2 GFP+ MAC1+ % 1.8.
Screening Cc1ccc2nc(SCC(=O)c3c(N)n(C4CC4)c(=O)[nH]c3=O)[nH]c2c1 returned Myeloid diff 2 inactive and Myeloid diff 2 GFP+ MAC1+ % 0.5.
`CC1(C(=O)NS(=O)(=O)c2ccc(Cl)cc2)CCN1C(=O)CCC1CCCC1` (stereo not given) gave Myeloid diff 2 inactive and Myeloid diff 2 GFP+ MAC1+ % 1.6.
For COc1ccc(S(=O)(=O)NCC(c2ccc(F)cc2)N2CCN(C)CC2)cc1 (stereo not given) the results were Myeloid diff 2 inactive and Myeloid diff 2 GFP+ MAC1+ % 1.3.

A draw from above in order of number of heavy atoms, lowest first:
`O=C(Nc1ccccc1)c1ccccc1Br` gave Myeloid diff 2 inactive and Myeloid diff 2 GFP+ MAC1+ % 0.4.
For NC(=O)C1CCCN(C(=O)CCC(=O)c2cccs2)C1 (stereo not given) the results were Myeloid diff 2 inactive and Myeloid diff 2 GFP+ MAC1+ % 0.1.
Screening COc1cccc(NC(=O)CN(C)S(=O)(=O)/C=C/c2ccccc2)c1 returned Myeloid diff 2 inactive and Myeloid diff 2 GFP+ MAC1+ % 1.0.

The listing continues:
For CN1CCN(C(=O)c2ccc(NC(=O)c3ccc(Br)o3)cc2)CC1 the results were Myeloid diff 2 inactive and Myeloid diff 2 GFP+ MAC1+ % 0.8.
`CCOC(=O)C1=CCCN(S(=O)(=O)c2ccc(C)cc2)C1` gave Myeloid diff 2 inactive and Myeloid diff 2 GFP+ MAC1+ % 0.4.
For O=C(NCc1cccnc1)c1cc(C2CCCCN2C(=O)c2ccc(Cl)cc2)on1 (stereo not given) the results were Myeloid diff 2 inactive and Myeloid diff 2 GFP+ MAC1+ % 0.6.
COc1ccc(CCNC(=O)COC(=O)/C=C/c2ccc3c(c2)OCO3)cc1 was read as Myeloid diff 2 inactive and Myeloid diff 2 GFP+ MAC1+ % 0.7.
For Cc1ccc(S(=O)(=O)CCC(=O)OCC(=O)c2cc(C)n(C)c2C)cc1 the results were Myeloid diff 2 inactive and Myeloid diff 2 GFP+ MAC1+ % 1.1.
For COc1cc(/C=C/C(=O)Nc2ccc(OC)c(S(=O)(=O)N3CCOCC3)c2)ccc1OCC#N the results were Myeloid diff 2 inactive and Myeloid diff 2 GFP+ MAC1+ % 1.3.
COc1ccccc1-c1csc2ncnc(Sc3nnnn3C)c12 was read as Myeloid diff 2 inactive and Myeloid diff 2 GFP+ MAC1+ % 3.7.
For Cc1ccccc1NC(=O)Cc1nc(COC(=O)C(C)(C)Oc2ccc(Cl)cc2)cs1 the results were Myeloid diff 2 inactive and Myeloid diff 2 GFP+ MAC1+ % 0.8.
Cc1ccc(C(=O)Nc2ccc3nc(C)sc3c2)o1 was read as Myeloid diff 2 inactive and Myeloid diff 2 GFP+ MAC1+ % 0.9.
COc1ccccc1CNc1nc(NC(C)C)nc2cc(-c3ccccc3)sc12 was read as Myeloid diff 2 active and Myeloid diff 2 GFP+ MAC1+ % 4.0*.
Screening CCN(c1ccccc1)S(=O)(=O)c1cccc(C(=O)NCCN2CCOCC2)c1 returned Myeloid diff 2 inactive and Myeloid diff 2 GFP+ MAC1+ % 0.8.
`COC(=O)c1nccnc1N` gave Myeloid diff 2 inactive and Myeloid diff 2 GFP+ MAC1+ % 1.2.
Screening CC1CCC(NC(=O)c2cccc(S(=O)(=O)N3CCN(c4ccc(F)cc4)CC3)c2)CC1 (stereo not given) returned Myeloid diff 2 inactive and Myeloid diff 2 GFP+ MAC1+ % 1.2.
Screening CCOc1cc(CN2CCC(N3CCC(C(=O)NC4CC4)CC3)CC2)ccc1O returned Myeloid diff 2 inactive and Myeloid diff 2 GFP+ MAC1+ % 0.9.
For CCc1c(O)nc(SCC(=O)Nc2ccccc2)n(-c2ccccc2C)c1=O the results were Myeloid diff 2 inactive and Myeloid diff 2 GFP+ MAC1+ % 0.5.
`COc1ccc(-n2nnnc2SCC(=O)Nc2c(C)n[nH]c2C)cc1` gave Myeloid diff 2 inactive and Myeloid diff 2 GFP+ MAC1+ % 0.7.
O=C1c2cccc3cccc(c23)C(=O)N1CC1CCN(CC(O)COc2ccc3ccccc3c2)CC1 (stereo not given) was read as Myeloid diff 2 inactive and Myeloid diff 2 GFP+ MAC1+ % 0.3.
`C=CCC[C@H](Cc1ccc(F)cc1)C(=O)O[C@H](CNC(=O)[C@@H](CC=C)CC(=O)N(CCO)Cc1ccccc1)c1ccccc1` gave Myeloid diff 2 inactive and Myeloid diff 2 GFP+ MAC1+ % 2.3.
For CCCCNc1c(-c2ccc(SC3CCCCC3)c(OC)c2)nc2ccc(C)cn12 the results were Myeloid diff 2 inactive and Myeloid diff 2 GFP+ MAC1+ % 1.9&1.7.
